Compound activity deposited in PubChem by Broad Institute.
LGR2 antag: inhibitors of bursicon-induced Drosophila LGR2 receptor cAMP signaling | HEK293 LGR2, CRE-luciferase, bursicon-stimulated, 4 h | inhibition, % at 9.99 µM | 0.35% of 380,000 active | AID 720647;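 active = drop in luminescence signal, shown as inhibition above about 50% in the replicate tests, limit read from the data, passing the limit was not always enough; inconclusive = probably only some replicates passing the limit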;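 note: agonist challenge used bursicon conditioned medium at about half maximal strength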
CASP6 VEID inh: caspase-6 (human) enzyme inhibition | purified caspase-6, Z-VEID-R110 cleavage fluorescence | P55212 | 0.53% of 350,000 active | inhibition, % at 12.5 µM;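 active = mean inhibition across replicates at least about 35%, with every replicate also reaching that limit, limit read from the data; inconclusive = only one of the two criteria met; inactive = neither criterion met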;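 note: 0% = median of neutral control wells and 100% = no fluorescence left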
Target sequence (P55212 24-179 limits assumed): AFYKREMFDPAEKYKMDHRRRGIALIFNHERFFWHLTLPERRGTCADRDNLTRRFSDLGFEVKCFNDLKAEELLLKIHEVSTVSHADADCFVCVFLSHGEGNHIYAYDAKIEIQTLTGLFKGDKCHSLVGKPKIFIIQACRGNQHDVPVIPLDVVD
Target sequence (P55212 194-293 limits assumed): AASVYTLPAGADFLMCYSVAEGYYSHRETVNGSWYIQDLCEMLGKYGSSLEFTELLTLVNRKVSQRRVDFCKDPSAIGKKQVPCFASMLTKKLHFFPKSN
DENV2 CPE rescue: protects cells from dengue virus 2 cytopathic effect. DENV2-infected cells, cytopathic effect rescue, plate reader. CPE inhibition, % at 9.99 µM. 1.7% of 350,000 active. AID 651640; in the data active = CPE inhibition above about 20%, passing the limit was not always enough; inconclusive = no clear call, values can overlap the other calls; tested in BHK-21 cells;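 note: 0% = median of neutral control wells and 100% = median of positive control wells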
SIRT5 block: blocks human SIRT5 desuccinylation of peptide; Purified SirT5, succinyl-peptide AMC, trypsin-coupled fluorescence; Q9NXA8; inhibition, % at 15 µM; 1.1% of 330,000 active; in the data active = inhibition above about 15%; inconclusive = no clear call, values can overlap the other calls
Target sequence (Q9NXA8 whole entry, looked up): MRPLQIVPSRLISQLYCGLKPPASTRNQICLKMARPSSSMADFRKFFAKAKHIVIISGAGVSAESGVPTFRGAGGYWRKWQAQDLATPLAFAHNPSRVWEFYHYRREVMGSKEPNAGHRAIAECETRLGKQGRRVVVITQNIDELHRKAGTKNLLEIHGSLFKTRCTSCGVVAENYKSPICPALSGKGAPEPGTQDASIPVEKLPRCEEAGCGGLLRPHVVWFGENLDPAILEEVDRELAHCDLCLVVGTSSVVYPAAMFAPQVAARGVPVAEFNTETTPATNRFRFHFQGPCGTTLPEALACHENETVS
PAX8 inh HTS: PAX8 transcriptional activity inhibition | RMG-I TPO-luciferase reporter, SteadyGlo, 24 h | AID 652154 | 1.2% of 360,000 active | inhibition, % at 12.6 µM;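 active = mean replicate inhibition at least 60% with every replicate also reaching 60%; inconclusive = only one of the two criteria is met; inactive = mean below 60% and not all replicates reaching 60%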;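 note: luciferase light reporting Pax8 driven TPO promoter activity; plate controls were median of neutral control wells for no effect and mitoxantrone controls for full effect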
EWS-Fli block: inhibitors of EWS/Fli oncoprotein transcriptional activity; 0.67% of 350,000 active; inhibition, % at 12.6 µM; AID 651661; A673 NR0B1-luciferase reporter, viability-normalised;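 active = mean inhibition of at least 50% after viability correction, with every replicate also passing that limit; inconclusive = mean reaches 50% but only one of two replicates passes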;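 note: firefly luciferase signal divided by Alamar Blue viability fluorescence both relative to DMSO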
ARNT-TACC3 inh: ARNT/TACC3 interaction disruption; 0.66% of 390,000 active; inhibition, % at 9.99 µM; Q9Y6A5; AlphaScreen His-ARNT PAS-B/GST-TACC3 binding, luminescence; TACC3 fragment carries E629A point mutation;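 active = mean inhibition of replicates at least 50% and at least half of replicates each reaching 50%; inconclusive = half or more replicates reach 50% but mean below 50%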;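 note: 0% = complete ARNT plus TACC3 wells and 100% = ARNT alone without TACC3; many hits fall short of the cut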
Numbers without * were called inactive; ? = inconclusive; . = not tested or not shown.

SMILES	LGR2 antag	CASP6 VEID inh	DENV2 CPE rescue	SIRT5 block	PAX8 inh HTS	EWS-Fli block	ARNT-TACC3 inh
CO[C@H]1CN(C)C(=O)c2cc(NC(=O)C3CCOCC3)ccc2OC[C@@H](C)N(CC2CC2)C[C@H]1C	33	.	1	-3	-3	0	.
COc1ccc(NC(=O)C2CCCN(S(=O)(=O)c3ccccc3)C2)c(OC)c1 (stereo not given)	-2	-1	4	-8	6	7	-9
C[C@H]1CN([C@@H](C)CO)C(=O)c2cccc(NC(=O)c3ccc(-c4nccs4)cc3)c2O[C@H]1CN(C)Cc1ccncc1	-1	-1	8	-3	0	3	-3
O=C(NNC(=O)c1ccc(F)cc1)C(=O)N1CCCCC1	-9	.	.	.	3	.	-4
Cc1nn(C)c(C)c1C(=O)NN	.	0	.	4	6	.	.
CO[C@@H]1CC[C@H]2CCOc3ccc(C#N)cc3C(=O)N(C)C[C@@H](C)C(=O)N(C)C[C@H]1O2	3	8	10	-3	-2	9	-8
O=C(CNc1ccc(F)cc1)N/N=C/c1c(O)ccc2ccccc12	2	3	11	-4	27	14	.
CN(C)Cc1ccc(-c2nc3cccc4c3n2CCNC4=O)cc1	41	-5	?	.	-46	12	-1
C=CCn1c(SCC(=O)N2CCc3ccccc3C2)nc2sc(CC)cc2c1=O	-1	.	.	.	23	.	21
O=c1c2ccccc2sc2nc(CCl)nn12	-2	1	12	-3	.	15	-8
O=C(Nc1ccccc1)C1=C[C@@H](C2CCCCC2)C[C@@H](OCCCCO)O1	-17	0	-1	.	-180	-88	-1
COc1ccccc1N1CC(C(=O)Nc2ccc(N3CCOCC3)cc2)CC1=O (stereo not given)	27	4	3	-4	-4	-5	-1
Cc1ccccc1Cc1c(C)nc2nc(SCC(=O)NCCCN3CCCC3)nn2c1C	8	-119	2	-4	5	1	3
C[C@H]1CN([C@@H](C)CO)C(=O)c2cc(NS(=O)(=O)c3cccs3)ccc2O[C@H]1CN(C)C(=O)NC1CCCCC1	-17	-3	?	6	.	-7	-5
Cc1ccc(S(=O)(=O)CCC(=O)OC2CC(C)OC2=O)cc1 (stereo not given)	16	-2	-8	-5	-10	3	-10
O=C(N[C@H]1CC[C@@H](CCn2cc(C3CCCCC3)nn2)O[C@H]1CO)c1cccnc1	3	0	1	2	-3	2	1
Cc1nn(-c2ccccc2)c2nc(-c3cccs3)cc(C(=O)NN)c12	-9	1	-5	0	8	-9	-3
Cc1nn2cc(-c3ncc(C(F)(F)F)cc3Cl)cnc2c1Br	-28	0	3	2	-123	20	1
CCOC(=O)N1CCC(N2CCCC(CO)(Cc3cccc(Cl)c3)C2)CC1 (stereo not given)	-2	0	0	-3	-3	9	4
O=C(N/C(=C\c1ccco1)C(=O)N1CCCCC1)c1ccc([N+](=O)[O-])cc1	-3	-4	?	17*	-3	0	-17
CC(C)c1ccc(NS(=O)(=O)c2ccc3c(c2)NC(=O)CO3)cc1	-9	1	-1	10	-6	.	5
Cc1[nH]c2ccccc2c1/C=C(/C#N)C(=O)NC(C)C	11	-2	7	-3	13	-5	.
COc1ccc(CC(=O)OCC(=O)NC2CCCCC2)cc1	.	2	1	0	3	-1	4
O=C(CCc1ccccc1)Nc1cc2c3c(c1)CC(=O)N3CCC2	10	3	0	0	-12	-6	2
CCN(CC)CCNC(=O)c1cn(CC)c2ccc(S(=O)(=O)N3CCOCC3)cc2c1=O	13	-2	5	-2	-9	-7	1
O=C(Nc1ccccc1F)c1ccc(Cn2cc(Br)cn2)cc1	-32	-2	-2	0	-51	-60	-1
Cc1ccc(C(C)C)c(OCC(=O)NS(=O)(=O)c2ccc(Cl)cc2)c1	11	5	-3	-2	2	.	-10
COc1c([N+](=O)[O-])cc(C(=O)NNC(=O)c2ccc(C)cc2)cc1[N+](=O)[O-]	1	2	5	3	-1	5	-13
COc1cccc(C(=O)NCCS(=O)(=O)N(C)Cc2ccccc2)c1	-1	-6	-2	1	21	2	-20
O=C(NCCc1ccccc1)c1cccc2c(-c3ccc(F)c(F)c3)coc12	-8	45*	-3	7	-27	-45	.
COc1ccccc1NS(=O)(=O)c1ccc(N/N=C/c2ccccc2OCC(=O)O)c([N+](=O)[O-])c1	-10	12	-3	5	6	-7	30
CCCNC(=O)C(Cc1ccc(Br)cc1)NC(=O)c1ccc(C#N)cc1 (stereo not given)	31	2	-11	.	3	2	-13
O=c1[nH]cc([N+](=O)[O-])cc1Br	-9	.	.	.	1	.	-4
C[C@@H]1CN([C@@H](C)CO)C(=O)Cc2cc(NC(=O)Cc3ccccc3)ccc2O[C@H]1CN(C)C(=O)Nc1ccc(F)cc1	26	2	16	-1	2	-4	0
O=C1N=NC2=C1c1c3ccccc3c(O)n1CC2	14	2	-5	2	17	10	-7
COc1ccccc1OCCC(=O)OCC(=O)c1c(N)n(C)c(=O)n(C)c1=O	12	-1	-7	1	20	9	10
CO[C@H](CN(C)C(=O)c1cnccn1)[C@H](C)CN([C@H](C)CO)S(=O)(=O)c1ccc(C)cc1	0	-1	2	.	.	-6	-1
O=C(Nc1cccc2ccccc12)C1CCCC1	-70	3	-7	2	11	-3	-10
COc1cc(C(=O)Nc2ccc3c(c2)OCO3)c([N+](=O)[O-])cc1OC	-4	2	-8	-7	2	-1	18
CCCN1[C@@H]2c3ccc(-c4cccc(F)c4)c(=O)n3C[C@H]1[C@H](CO)[C@H]2C(=O)N(C)C	-6	0	?	-3	.	3	.
COCCCNC(=O)CN1C(=O)COc2ccc(S(=O)(=O)N3CC(C)CC(C)C3)cc21 (stereo not given)	4	-2	11	0	-6	-5	4
COC(=O)C1=C(C)N(Cc2ccccc2C(F)(F)F)C(=NCc2cc(OC)c(OC)c(OC)c2)NC1c1ccccc1 (stereo not given)	0	2	-11	3	-9	4	.
N#C[C@@H]1[C@H](c2ccc(C#CC3CCCCC3)cc2)[C@@H](CO)N1S(=O)(=O)c1ccccc1	62*	1	-22	12	?	46	7
COc1ccccc1N1CCN(CC(=O)Nc2ccnn2C2CCCC2)CC1	-8	-2	-2	-6	13	1	-5
CCc1nc2ccc(C(=O)Nc3nnc(C)s3)cc2nc1CC	2	1	4	.	-11	-13	-9
Cc1ccc(N(CC(=O)N2CCN(c3ccccc3F)CC2)S(=O)(=O)c2c(C)noc2C)cc1	2	4	2	-6	-8	.	-4
CS(=O)(=O)c1ccc(Cl)c(NC(=O)Nc2ccccc2)c1	-2	-1	1	-7	3	-12	3
COc1ccc(OCc2cc(C(=O)N3CCC(OC)CC3)no2)c2ccccc12	-65	1	9	-2	-143	-78	-9
C[C@@H]1CN([C@@H](C)CO)C(=O)c2cc(C#CC3(O)CCCC3)cnc2O[C@H]1CN(C)S(=O)(=O)c1cccc(F)c1	2	0	8	5	.	-8	-5
O=C(C[C@H]1C=C[C@H](NC(=O)C2CCC2)[C@H](CO)O1)NCc1ccccc1Cl	3	0	-1	9	3	4	.
C[C@@H]1CCCCO[C@@H](CN(C)S(=O)(=O)c2cccs2)[C@@H](C)CN([C@@H](C)CO)C(=O)c2cc(NC(=O)Nc3ccccc3)ccc2O1	-25	0	-5	6	-5	4	-4
COc1ccc(/C=N/NC(=O)c2ccc(Cl)c(S(N)(=O)=O)c2)cc1OCC(N)=O	0	-2	1	2	-5	0	0
COc1ccc2c3c([nH]c2c1)[C@H](CO)N(Cc1nccs1)CC31CN(C(=O)C2CC2)C1	-2	-2	1	7	-15	-10	.
O=[N+]([O-])c1cccc(C(=NCc2ccccc2)NO)c1	5	3	-2	.	-18	-13	-9
CCOc1ccc(NS(=O)(=O)c2ccc(C(=O)N(C)CC(=O)Nc3ccc(OC)cc3)cc2)cc1	-3	-2	2	-4	-10	2	24
COc1cc(-c2nnc(COC(=O)c3cccn3C)o2)cc(OC)c1OC	2	1	-10	1	12	-11	.
COc1cccc2c(=O)n(CC(=O)N3CCC(C)CC3)ccc12	-18	1	7	0	16	-4	-6
Cc1cnc(CNC(=O)C2(C)CCCN2CC(C)C)cn1 (stereo not given)	-12	-8	-1	-1	7	-2	.
CO[C@H]1CN(C)C(=O)c2ccc(NC(=O)c3cccc(F)c3)cc2OC[C@H](C)N(C)C[C@@H]1C	-13	2	5	-1	2	.	.
CCN(CC)CCn1c(NC(=O)c2ccc(C)cc2)nc2ccccc21	-31	-1	-5	-2	-70	-68	29

New compounds follow:
SMILES	LGR2 antag	CASP6 VEID inh	DENV2 CPE rescue	SIRT5 block	PAX8 inh HTS	EWS-Fli block	ARNT-TACC3 inh
N#Cc1cc([N+](=O)[O-])ccc1NCCCn1ccnc1	-12	-12	-6	3	-5	6	21
CS(=O)(=O)Nc1ccc2c(c1)[C@@H]1C[C@H](CC(=O)NCc3ccccc3F)O[C@H](CO)[C@@H]1O2	11	-2	-12	-3	.	-6	-2
O=C(O)/C=C/c1cn(-c2ccccc2)nc1-c1ccc(-c2ccc([N+](=O)[O-])cc2)o1	-10	8	3	4	-14	-4	0
CC1CCCC(NS(=O)(=O)c2cc3c(cc2Cl)NC(=O)CO3)C1C (stereo not given)	-9	6	1	.	12	1	-6
CC(Sc1nnc(-c2cccnc2)o1)C(=O)NC1CCCCC1 (stereo not given)	8	3	-6	-3	-1	2	-28
COc1cccc(-c2cnc3c(c2)C(=O)N([C@@H](C)CO)C[C@H](C)[C@@H](CN(C)Cc2ccc(C(=O)O)cc2)O3)c1	-15	2	-5	-3	5	-8	21
O=C(COC(=O)c1cc(S(=O)(=O)N2CCOCC2)ccc1Cl)NCc1ccco1	12	4	6	3	2	4	0
CC(=O)c1c(C)[nH]c(C(=O)COC(=O)COc2ccccc2F)c1C	22	2	-1	-4	-11	2	-5
Cc1ccc(CN(C)C(=O)c2cccc(S(=O)(=O)N3CCCC3)c2)o1	-6	-2	-1	-1	-17	-1	-6
C[C@H](CO)N1C[C@H](C)[C@H](CN(C)C(=O)c2ccccc2)Oc2cc(/C=C/c3ccccc3)ccc2S1(=O)=O	-5	-2	-3	0	40	8	1
Cc1cccn2c(=O)c3cc(C(=O)NC4CCS(=O)(=O)C4)n(Cc4ccccc4)c3nc12 (stereo not given)	8	1	-2	-6	11	.	-10
O=C1NNC(c2ccccc2)=N/C1=C\c1ccco1	-11	31	4	6	-16	-3	8
Cc1ccc(-c2nc(-c3ccccc3)no2)c(Cl)c1	67*	0	7	.	-12	84*	1
CCCN1CCN(C(=S)Nc2ccc(S(N)(=O)=O)cc2)CC1	4	2	7	0	1	-9	-9
COc1cccc(S(=O)(=O)N[C@H]2CC[C@@H](CC(=O)NC3CCC3)O[C@@H]2CO)c1	-6	-3	1	9	-13	15	-2
Cc1cccc(CN2CCN(C(C)C(=O)NC(C)c3ccccc3)CC2)c1 (stereo not given)	8	-8	3	-1	36	-1	-6
CC(C)NC(=O)N(C)C[C@H]1Oc2ccc(NC(=O)Cc3cn(C)c4ccccc34)cc2C(=O)N([C@@H](C)CO)C[C@@H]1C	-1	1	6	2	7	2	-4
O=C1c2ccccc2C(=O)N1CCN1CCOCC1	-7	-2	10	.	10	0	-2
C[C@@H]1CN([C@H](C)CO)C(=O)c2cccc(NC(=O)C3CC3)c2O[C@H]1CN(C)S(=O)(=O)c1cn(C)cn1	18	1	-6	-4	2	-19	-4
COc1ccc(CNC(=O)C2CCC(CNc3c(N4CCCCC4)c(=O)c3=O)CC2)cc1 (stereo not given)	0	-2	4	0	-11	-2	2
Cc1ccccc1NC(=O)COC(=O)c1cc[n+]([O-])cc1	-8	0	0	-3	5	-12	3

Full records from above. Values in the order: LGR2 antag	CASP6 VEID inh	DENV2 CPE rescue	SIRT5 block	PAX8 inh HTS	EWS-Fli block	ARNT-TACC3 inh
O=C(O)/C=C/c1cn(-c2ccccc2)nc1-c1ccc(-c2ccc([N+](=O)[O-])cc2)o1 is entered as -10	8	3	4	-14	-4	0
CC1CCCC(NS(=O)(=O)c2cc3c(cc2Cl)NC(=O)CO3)C1C (stereo not given) is entered as -9	6	1	.	12	1	-6
Cc1ccccc1NC(=O)COC(=O)c1cc[n+]([O-])cc1 is entered as -8	0	0	-3	5	-12	3
Cc1cccc(CN2CCN(C(C)C(=O)NC(C)c3ccccc3)CC2)c1 (stereo not given) is entered as 8	-8	3	-1	36	-1	-6
